Screens as filed in PubChem BioAssay.
Avidin fluor – compound fluoresces at 488/530 nm on avidin beads | compound fluorescence 488/530 nm, flow cytometry; stronger effect = higher value | fluorescence (KMESF) at 10 µM | hit rate 0.38% among 220,000; in the data active = fluorescence above about 47; also: inactives centre near 10
ABCG2 block – human ABCG2 inhibition, ABCB1 as counter-screen; Q9UNQ0; IgMXP3 cells, JC-1 efflux, flow cytometry; inhibition, % at 6.6 µM; hit rate 0.1% among 190,000;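 active = inhibition above 80%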;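 also: 0% = DMSO and 100% = nicardipine control wells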
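Assay system – ABCG2 IgMXP3 and barcoded ABCB1 CCRF-Adr cell mix · Input – 3 million cells/mL in well · Reagent – JC-1 fluorescent substrate · Compound – single test compound dose, 6.6 µM final · Timing – 10 min exposure at 25 °C with rotation, no wash · Detection – flow cytometry of retained JC-1 fluorescence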
Rab2A wt mod – changes GTP binding to wildtype dog Rab2A, up or down | GST-Rab2 wt beads, Bodipy-GTP binding, flow cytometry | GTP binding activity, % at 10 µM | hit rate 0.19% among 190,000;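 active = GTP binding activity at least 20 points away from 100%, either lowered or raised; inconclusive = signal likely due to the compound's own green fluorescence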;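 also: 0% = beads with excess unlabeled GTP and 100% = no-compound control corrected for plate trend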
Mcl1-Noxa inh – disrupts binding of human Mcl-1 to Noxa peptide; TR-FRET Mcl-1/Noxa peptide binding, 2 h; inhibition, % at 21.7 µM; hit rate 1.5% among 220,000;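 active = compounds that cut the protein-peptide binding signal by more than 50% relative to plate controls in a single-dose test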;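 also: His-tagged Mcl-1 with rhodamine Noxa BH3 peptide and terbium anti-His antibody; 0% = Mcl-1 plus Noxa peptide wells and 100% = peptide-only wells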
Rac1 wt GTP bind – human Rac1 wildtype GTP binding, inhibitors and activators; GST-Rac1 beads, fluorescent GTP binding, flow cytometry; actives lie on both sides; 0 = cold GTP competed, 100 = untreated; hit rate 0.27% among 190,000; GTP binding activity (% of control), % at 10 µM; AID 757; P63000;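 active = GTP binding activity at least 20 points away from the 100% control level, either lower or higher; inconclusive = compound flagged as likely green fluorescent, judged across all proteins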
Rab7 wt modul – alters GTP binding to wildtype dog Rab7 | GST-Rab7 beads, fluorescent GTP binding, flow cytometry; actives lie on both sides; untreated = 100%, excess cold GTP = 0% | GTP binding activity (percent of control), % at 10 µM | hit rate 0.055% among 190,000;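 active = fluorescent GTP binding to Rab7 beads changed by at least 20 points from the 100% baseline, either direction, mostly lower; inconclusive = compound itself probably fluorescent, or too few beads counted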;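 also: median green fluorescence of bound Bodipy-FL-GTP per Rab7 bead population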
Cdc42 wt GTP – changes GTP binding to wildtype human Cdc42. hit rate 0.2% among 190,000. GST-Cdc42 beads, Bodipy-GTP binding, flow cytometry; actives lie on both sides. P60953. percent activity (GTP binding), % at 10 µM;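 active = percent activity GTP binding at least 20 points away from the 100% baseline, either down as inhibitor or up as activator; inconclusive = compound flagged as likely green fluorescent from well-wide comparison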;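 also: median bead fluorescence of bound Bodipy-FL-GTP at 100 nM; 0% = excess unlabeled GTP control and 100% = no compound control; below 100% means less GTP binding so inhibitor and above means activator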
ABCB1 block – inhibitors of human ABCB1 transporter, ABCG2 counter-screen; hit rate 0.067% among 190,000; inhibition, % at 6.6 µM; P08183; CCRF-Adr cells, JC-1 efflux, flow cytometry; in the data active = inhibition above about 40%;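 also: 0% = vehicle and 100% = reference inhibitor; higher value means more JC-1 retained so stronger ABCB1 efflux block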
Target sequence (P08183 whole entry, looked up): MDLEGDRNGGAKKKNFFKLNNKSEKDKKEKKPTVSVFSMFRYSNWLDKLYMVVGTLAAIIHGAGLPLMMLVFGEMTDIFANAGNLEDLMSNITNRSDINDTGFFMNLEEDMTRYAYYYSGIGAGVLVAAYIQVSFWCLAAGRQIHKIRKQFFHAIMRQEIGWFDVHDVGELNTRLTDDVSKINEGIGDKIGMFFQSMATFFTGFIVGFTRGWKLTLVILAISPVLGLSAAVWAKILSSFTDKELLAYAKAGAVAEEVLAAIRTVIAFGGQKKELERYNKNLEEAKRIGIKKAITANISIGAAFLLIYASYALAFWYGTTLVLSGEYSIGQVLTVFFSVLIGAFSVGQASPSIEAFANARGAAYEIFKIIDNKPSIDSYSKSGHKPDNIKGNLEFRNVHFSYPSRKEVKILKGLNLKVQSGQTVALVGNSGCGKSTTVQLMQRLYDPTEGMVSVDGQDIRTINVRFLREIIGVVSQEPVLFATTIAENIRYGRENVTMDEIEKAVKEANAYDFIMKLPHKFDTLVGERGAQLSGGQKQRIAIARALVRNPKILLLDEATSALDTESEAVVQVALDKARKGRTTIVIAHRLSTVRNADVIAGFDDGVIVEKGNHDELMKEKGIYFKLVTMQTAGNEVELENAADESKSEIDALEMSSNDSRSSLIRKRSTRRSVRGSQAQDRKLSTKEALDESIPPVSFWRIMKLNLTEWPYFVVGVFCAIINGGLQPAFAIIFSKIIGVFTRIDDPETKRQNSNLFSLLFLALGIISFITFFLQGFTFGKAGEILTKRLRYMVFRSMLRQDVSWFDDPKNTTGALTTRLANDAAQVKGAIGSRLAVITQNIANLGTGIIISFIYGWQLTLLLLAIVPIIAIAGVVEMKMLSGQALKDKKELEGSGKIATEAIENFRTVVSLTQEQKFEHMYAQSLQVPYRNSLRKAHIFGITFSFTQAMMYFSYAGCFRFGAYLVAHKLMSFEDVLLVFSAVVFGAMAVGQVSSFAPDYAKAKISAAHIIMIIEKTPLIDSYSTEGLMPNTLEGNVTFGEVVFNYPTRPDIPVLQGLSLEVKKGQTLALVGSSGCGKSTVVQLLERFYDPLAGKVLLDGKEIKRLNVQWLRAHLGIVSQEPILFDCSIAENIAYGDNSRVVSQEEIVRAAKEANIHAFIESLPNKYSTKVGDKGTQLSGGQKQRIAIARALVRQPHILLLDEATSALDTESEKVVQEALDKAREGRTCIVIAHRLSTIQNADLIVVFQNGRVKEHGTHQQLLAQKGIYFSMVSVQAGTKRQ
Rac1 mut GTP – modulators of GTP binding to human Rac1 activated mutant. P63000. GST-Rac1 activated beads, fluorescent GTP binding, flow cytometry; actives lie on both sides; 100% means binding = to untreated wells. percent activity (GTP binding), % at 10 µM. hit rate 0.11% among 190,000;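 active = GTP binding at least 20 percentage points away from the 100% baseline, in either direction, so actives lie on both sides; inconclusive = Compound likely fluorescent itself, or too few beads counted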
Pf gamet viab – P. falciparum stage V gametocyte viability inhibition; P. falciparum stage V gametocytes, ATP luminescence, 24 h; inhibition, % at 10.9 µM; hit rate 0.065% among 150,000; AID 743093;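 active = inhibition above the mean plus 3 SD of compounds within the control limits, set per campaign, cut at about 38% in these data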;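 also: 0% = DMSO wells and 100% = medium only without gametocytes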
HRas wt GTP – changes GTP binding to wildtype human HRas. P01112. GST-Ras wt beads, Bodipy-FL-GTP binding, flow cytometry; actives lie on both sides. GTP binding activity, % at 10 µM. hit rate 0.14% among 190,000;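 active = GTP binding activity at least 20% away from the 100% baseline, either lowered as inhibitor or raised as activator; inconclusive = flagged as likely green fluorescent, judged across all proteins in the well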;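 also: 0% = unlabeled GTP competition control and 100% = no-compound control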
Starred values were filed as active, the others as inactive; ? = inconclusive; · = no result given. No enrichment for hits; any-hit rate near 2.3%.

Below each compound – Rab2A wt mod	HRas wt GTP	Mcl1-Noxa inh	Rab7 wt modul	ABCB1 block	ABCG2 block	Rac1 mut GTP	Rac1 wt GTP bind	Cdc42 wt GTP	Avidin fluor	Pf gamet viab
Cn1cnnc1SCC(=O)NCc1cccc(C(F)(F)F)c1
 : 101	97	22	102	0.6	-4	99	98	99	9	4
COC(=O)c1cn(CCOc2ccccc2F)c2ccccc12
 : 93	97	15	92	0.6	7	94	96	96	25	-1
O=C1CCC([N+](=O)[O-])C(c2cccc3ccccc23)N1 (stereo unspecified)
 : 102	101	8	108	0.2	3	97	102	94	10	-15
CC(=O)c1cnc2sccn2c1=O
 : 101	104	22	103	-0.1	0	104	108	104	11	·
CC(C)NC(=O)C1CC(=O)N(c2ccc(F)c(Cl)c2)C1 (stereo unspecified)
 : 100	101	-9	100	0.4	4	99	101	102	12	·
O=C1CCCC/C1=C\Nc1ccc(O)cc1
 : 98	96	43	97	-0.7	-1	98	102	96	7	·
Cc1cccc(OCC(=O)OCC(=O)c2c(N)n(C)c(=O)n(C)c2=O)c1C
 : 99	99	15	100	3.2	44	94	103	99	12	·
O=C(COC(=O)c1n[nH]c2ccccc12)Nc1ccc(Cl)cc1[N+](=O)[O-]
 : 90	88	6	94	4.0	3	82	84	84	9	·
Cc1c(NC(=O)CSCc2ccc(Br)cc2)c(=O)n(-c2ccccc2)n1C
 : 100	99	-7	96	0.2	-1	99	99	100	19	·
CC(C)CC(NC(N)=O)C(=O)Nc1ccc(Cl)c(Cl)c1 (stereo unspecified)
 : 95	96	-3	97	0.0	5	95	93	93	11	7
Cc1cccnc1CCNC(=O)CC1C(=O)NCCN1CC1CCCCC1 (stereo unspecified)
 : 94	96	25	94	-0.1	0	96	101	96	10	8
O=C(Nc1ccc2nc3ccccc3nc2c1)c1ccc(Br)cc1
 : 99	100	45	98	2.5	28	99	99	99	13	-12
NC(=O)c1ncn([C@@H]2O[C@H](CO)[C@@H](O)[C@H]2O)c1O
 : 100	98	21	97	0.0	-1	99	104	98	7	·
O=C(NCc1ccccn1)C1CC(c2ccccc2Cl)=NO1 (stereo unspecified)
 : 99	98	-4	102	1.2	2	98	102	98	10	1
O=C(O)CCCC(=O)Nc1ccc(Sc2ccc([N+](=O)[O-])cc2)cc1
 : 100	102	2	102	0.4	1	101	108	104	14	·
C=CCn1c(Cc2ccccc2)n[nH]c1=S
 : 96	95	2	92	-1.2	-4	94	96	92	8	12
CC(=O)N1CCN(C2c3cccc4cccc(c34)C2NS(=O)(=O)c2ccccc2)CC1 (stereo unspecified)
 : 101	100	14	100	6.3	8	99	100	96	19	·
CCNC(=S)NCc1ccco1
 : 96	97	13	96	-0.3	7	98	101	100	16	-9
O=C(CSCc1ccc(Cl)cc1)NCCSCc1ccco1
 : 98	94	11	95	-0.2	1	92	93	97	7	9
O=C(COc1cccc(NC(=O)c2ccco2)c1)c1ccccc1
 : 95	95	-9	96	0.0	1	96	98	95	7	·
CCOc1ccc(NC(=O)c2nn(-c3ccc(OC)cc3OC)c(=O)c3ccccc23)cc1
 : 97	96	-2	96	1.2	6	96	95	98	19	15
COc1cc(NC(=O)Nc2cccc(C(C)=O)c2)cc(OC)c1OC
 : 97	100	9	99	0.7	3	98	102	102	9	9
CN(NC(=O)NN)c1ncc(C(F)(F)F)cc1Cl
 : 102	102	-6	101	0.0	0	98	102	105	24	3
COc1ccc(NC(=O)CCN2CCCCC2)cc1
 : 97	98	-2	98	0.0	0	97	98	98	4	25
Cc1ccc(CNc2ncnc(N)c2[N+](=O)[O-])cc1
 : 99	98	7	97	0.0	1	94	98	96	11	16
O=C(CN(C1CC1)S(=O)(=O)c1ccc(S(=O)(=O)NC2CCCCC2)cc1)Nc1ccccc1
 : 99	102	6	99	1.4	5	97	97	101	8	2
Cc1cc(Cl)ccc1OC(C)C(=O)Nc1ccc([N+](=O)[O-])cn1 (stereo unspecified)
 : 100	98	5	92	1.0	18	100	98	103	15	-6
COc1ccccc1N1C(=O)S/C(=C\c2cc(C)n(C)c2C)C1=O
 : 109	103	8	98	1.5	14	95	96	111	11	13
O=C(NCSc1ccnc(SCNC(=O)c2ccc(F)cc2)n1)c1ccc(F)cc1
 : 97	99	-334	100	0.3	1	95	96	99	36	·
COC(=O)c1c(S(=O)(=O)NCc2ccccc2)sc(C(=O)O)c1C
 : 98	99	6	97	1.4	11	98	98	102	11	·
CNC(=O)COC(=O)c1nc(-n2nc(C)cc2C)ccc1Cl
 : 99	99	13	99	0.3	6	98	100	99	8	·
CC(=O)N1CC2(c3ccccc3)CN(C(C)=O)CC(c3ccccc3)(C1)C2=O
 : 99	103	18	106	0.2	1	98	107	100	·	22
CCOC(=O)c1cc(-c2ccc(OC)cc2F)nc2c1c(C)nn2CCC#N
 : 95	98	-5	96	0.7	5	95	95	97	5	-1
COc1ccc(OC)c(N(CC(=O)NCc2cccnc2)S(C)(=O)=O)c1
 : 95	92	19	97	0.3	1	93	88	92	5	·
COc1ccc(C2N=C(N)N=C(N)N2c2ccc(C)cc2)cc1 (stereo unspecified)
 : 102	106	7	102	0.9	3	102	101	103	11	·
CCOC(=O)CCSCC(=O)Nc1cc(C)on1
 : 97	101	-16	95	0.3	1	101	103	101	23	8
O=C(CCc1[nH]c2ccccc2c1Sc1ccccc1)NCCO
 : 99	99	10	100	0.6	1	100	100	100	16	11
O=c1c2ccccc2nc(SCc2ccccc2F)n1C1CCCC1
 : 98	99	1	98	0.7	5	97	100	100	13	·
CCOC(=O)c1nn(-c2ccc(C)cc2)c(=O)c2c(N)scc12
 : ?	?	22	?	6.3	2	?	?	?	14	·
O=C(O)c1cccc(N/N=C/c2ccc(F)c(F)c2)c1
 : 92	95	13	94	-0.4	-2	94	95	93	8	-17
CC(C)=NNC(=O)CN1C(=O)NC2NC(=O)NC21 (stereo unspecified)
 : 100	100	-11	97	-0.1	0	101	104	100	15	-21
Cc1ccc(C(=O)NC(=S)Nc2ccc(CN3CCCCC3)cc2)c(C)c1
 : 100	98	8	106	1.8	3	99	102	97	8	·
Cc1cc(C(F)(F)F)n2nc(C)c(-c3ccc(Cl)cc3)c2n1
 : 99	100	2	100	-0.6	4	98	107	105	13	22
Cc1ccc(CN2CCC(N3CCC(C(=O)NCC4CCCO4)CC3)CC2)o1 (stereo unspecified)
 : 97	97	10	99	0.4	1	98	104	99	12	-7
O=C(O)CC(NS(=O)(=O)c1ccc(Br)cc1)c1ccco1 (stereo unspecified)
 : 102	102	17	102	0.7	3	101	111	103	22	·
CCC(Sc1nc2ccccc2s1)C(=O)Nc1nnc(C)s1 (stereo unspecified)
 : 97	100	12	95	0.8	4	100	99	100	33	9
O=C(c1cc2nc(-c3ccco3)cc(C(F)(F)F)n2n1)N1CCc2ccccc2C1
 : 102	105	8	103	1.4	5	100	108	105	33	4
Cc1cc(=O)oc2cc(OCC(=O)N/N=C/c3ccccc3[N+](=O)[O-])ccc12
 : 98	98	50	98	0.5	72	100	103	104	22	·
O=C(Nc1nnc(-c2ccc(Cl)cc2)o1)c1nc2ccccc2s1
 : 97	98	-97	100	0.2	2	96	101	97	7	·
CCOC(=O)c1c(N2C(=O)C=CC2=O)sc(C)c1C
 : 102	100	54*	100	1.0	3	99	105	103	13	·
O=S(=O)(NCc1ccccc1)c1ccc(Cl)c(S(=O)(=O)NCc2ccccc2)c1
 : 97	100	14	96	0.9	3	98	102	104	11	2
COC(=O)/C=c1/sc2nc3ccccc3n2c1=O
 : 91	90	-20	93	-0.2	0	91	92	91	18	·
O=C(CCc1ccccc1)N1CCN(c2ccc(F)cc2)CC1
 : 98	99	11	105	0.3	3	96	97	95	8	9
Cn1c(SCC(=O)N2CCOCC2)nnc1-c1ccc(Cl)cc1Cl
 : 97	99	10	95	1.1	6	95	93	96	13	-2
CCC1OC23CCCCC2C(C#N)(C(=N)O3)C1(C#N)C#N (stereo unspecified)
 : 104	104	29	104	0.0	-1	102	102	102	17	·
CCCCCCOc1ccc(C(CC(N)=O)C(=O)O)cc1 (stereo unspecified)
 : 97	98	3	98	0.3	2	97	99	101	12	-14
COc1ccc(/C=N/NC(=O)c2cccc(Br)c2)cc1Cn1cc(Cl)cn1
 : 92	94	16	96	-0.4	-2	91	95	87	27	·
O=C(COc1ccc2ccccc2c1)NNC(=O)c1cnccn1
 : 103	101	8	102	0.6	6	101	104	104	12	4
COc1ccccc1CC(NC(C)=O)C(=O)NC1CCN(C(=O)c2ccc([N+](=O)[O-])cc2)CC1 (stereo unspecified)
 : 102	103	4	102	0.5	1	102	106	103	7	·
O=C(c1cccc([N+](=O)[O-])c1)N1CCN(c2ccccn2)CC1
 : ?	?	-1	?	0.2	1	?	?	?	3	-20

More entries
Below each compound – Rab2A wt mod	HRas wt GTP	Mcl1-Noxa inh	Rab7 wt modul	ABCB1 block	ABCG2 block	Rac1 mut GTP	Rac1 wt GTP bind	Cdc42 wt GTP	Avidin fluor	Pf gamet viab
CCC(CC)C(=O)c1c[nH]c(C(=O)NCc2cccnc2)c1
 : ?	?	-3	?	0.0	0	?	?	?	10	-30
CN(Cc1ccccc1)C(=O)c1nn2cccnc2c1Cl
 : 100	100	8	110	0.4	8	95	98	100	9	-1
N#Cc1c(-c2cccs2)nc(SCc2ccc(Cl)cc2)[nH]c1=O
 : 85	88	34	92	-0.3	-3	80	86	82	12	7
Cc1cccc(S(=O)(=O)Nc2ccc(-c3cn4ccccc4n3)cc2)c1
 : ?	?	-17	?	1.1	17	?	?	?	12	-22
Oc1ccc(-c2nc(=S)[nH][nH]2)cc1
 : 98	100	18	96	-0.4	-1	95	101	98	22	-8
Cc1ccc(OCc2nc(-c3ccccc3)no2)c(C)c1
 : 99	99	6	103	0.2	1	99	96	97	6	·
COc1ccc(Nc2oc(COc3ccccc3F)nc2C#N)cc1
 : 101	100	34	101	-0.1	1	97	101	99	7	·
CC1(C)C(=O)Nc2ccccc2N1C(=O)COC(=O)c1cc([N+](=O)[O-])ccc1N
 : 97	97	17	97	0.2	4	100	103	102	11	·
Cc1ccc2c(CSc3nnc(N)s3)cc(=O)oc2c1
 : 100	101	12	101	0.2	-1	99	103	101	14	·
COC(=O)C1CC(c2c(OC)cc(OC)cc2OC)=NO1 (stereo unspecified)
 : 103	101	-1	99	0.8	3	97	101	98	4	-20
